LDHA block: inhibitors of human lactate dehydrogenase A | activity change, % (values are at about 110 or 230 µM) | P00338 | 480,000 compounds, 0.15% hits | purified LDHA, NADH/diaphorase-resazurin fluorescence; hits give low values; in the data active = activity change below about -30%; inconclusive = mostly about -25% to -30%;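 also: plate controls were DMSO wells for no effect and wells without enzyme for full effect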
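Human LDH5 (2 nM) was incubated with 0.06 mM NADH and 0.2 mM pyruvate for 5 min at room temperature in Tris pH 7.4. Remaining NADH was coupled through diaphorase/resazurin, and resorufin fluorescence was read at 0 and 20 min.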
USP1-UAF1 inh: inhibitors of human USP1/UAF1 deubiquitinase; Potency, µM (series often up to 57.1 µM), without a hit: top-dose activity change, negative = inhibition, hits mostly inhibitors; O94782; AID 743255; recombinant USP1/UAF1, Ub-Rhodamine cleavage fluorescence; 390,000 compounds, 0.23% hits; also: potency is read from the fitted curve at half-maximal effect; % is scaled to controls: 0 for no effect and ±100 for the full control effect; nearly all actives have a fitted effect of over 60% in size; inactives centre near -12
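High-throughput fluorogenic screen: 1nM USP1/UAF1 complex, Ub-Rho substrate 150nM final, 50mM HEPES pH 7.8 with 0.5mM EDTA, 0.1 mg/ml BSA, 1mM TCEP and 0.01% Tween-20.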
Vif-APOBEC3F blk: Vif-A3F binding inhibition; HeLa A3F-eYFP + Vif (tagged APOBEC3F with the HIV-1 protein that degrades it), YFP fluorescence increase; Potency, µM (titrated, usually from 46.1 µM), inactives show at the highest dose activity, negative = active; 390,000 compounds, 0.2% hits; AID 602313; also: potency is read from the fitted curve at half-maximal effect; % of control where 0% means no effect; nearly all actives have a fitted effect of over 65% in size
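Fluorescence increase (Ex 488/Em 500-530) after overnight compound treatment at 37 deg C flags inhibition of Vif-driven A3F-eYFP loss in stable HeLa A3F-eYFP/Vif cells seeded overnight beforehand.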
IDH1 R132H inh: blocks human mutant IDH1 R132H enzyme | O75874 | IDH1-R132H enzyme, NADPH consumption, diaphorase/resazurin fluorescence | Potency, µM (top dose mostly 76.6 µM), for inactives: top-dose activity change, negative = inhibition, usual class: inhibitors | 390,000 compounds, 0.093% hits | AID 602179; also: potency is read from the fitted curve at half-maximal effect; % is scaled to controls: 0 for no effect and ±100 for the full control effect; nearly all actives have a fitted effect of over 65% in size
Target sequence (O75874 whole entry R132H, stated change not applied): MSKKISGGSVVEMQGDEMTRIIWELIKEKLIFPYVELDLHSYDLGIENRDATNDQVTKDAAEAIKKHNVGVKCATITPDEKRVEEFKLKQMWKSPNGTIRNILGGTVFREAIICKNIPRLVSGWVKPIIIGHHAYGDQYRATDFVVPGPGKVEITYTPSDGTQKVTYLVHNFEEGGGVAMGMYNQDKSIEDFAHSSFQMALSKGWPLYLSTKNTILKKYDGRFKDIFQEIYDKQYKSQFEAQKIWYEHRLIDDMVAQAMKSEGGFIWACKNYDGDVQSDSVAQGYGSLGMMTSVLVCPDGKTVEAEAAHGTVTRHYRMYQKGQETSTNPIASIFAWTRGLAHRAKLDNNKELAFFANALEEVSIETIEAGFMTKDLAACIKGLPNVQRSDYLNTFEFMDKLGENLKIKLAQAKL
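IDH1-R132H (0.5 ug/mL dispensed) in pH 7.5 Tris buffer was preincubated 30 min with compound, then given a substrate mix of 0.016 mM NADPH and 2 mM alpha-KG for 80 min at room temperature; remaining NADPH was read by diaphorase/resazurin fluorescence.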
RXFP1 agonist: RXFP1 (human) receptor agonism; HEK293T-RXFP1 cAMP TR-FRET, 30 min; response scale: percent of porcine relaxin response, buffer zero; Potency, µM (doses to about 57.5 µM), without a hit: at the top dose activation, most hits filed as activators; 370,000 compounds, 0.3% hits; Q9HBX9; AID 2676; also: potency is read from the fitted curve at half-maximal effect; % is scaled to controls: 0 for no effect and ±100 for the full control effect; nearly all actives have a fitted effect of over 60% in size; many of its hits are not listed in these tables
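cAMP rise read by TR-FRET after 30 min, 37C compound exposure (up to 58 uM) in RXFP1-transfected HEK293 cells with Ro 20174 present. EC50 from Hill-equation fits, with 29 nM porcine relaxin as 100% and buffer as basal.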
PI4K2A inh: blocks human PI4K2A kinase activity; purified PI4K2A, ADP-Glo luminescence, 1 h; hits give low values; activity change, negative = inhibition, % at 76.9 µM; 420,000 compounds, 0.13% hits; in the data active = activity change below about -50%; inconclusive = mostly about -30% to -49%;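 also: -100% = wells without enzyme as full effect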
Target sequence (Q9BTU6 whole entry, looked up): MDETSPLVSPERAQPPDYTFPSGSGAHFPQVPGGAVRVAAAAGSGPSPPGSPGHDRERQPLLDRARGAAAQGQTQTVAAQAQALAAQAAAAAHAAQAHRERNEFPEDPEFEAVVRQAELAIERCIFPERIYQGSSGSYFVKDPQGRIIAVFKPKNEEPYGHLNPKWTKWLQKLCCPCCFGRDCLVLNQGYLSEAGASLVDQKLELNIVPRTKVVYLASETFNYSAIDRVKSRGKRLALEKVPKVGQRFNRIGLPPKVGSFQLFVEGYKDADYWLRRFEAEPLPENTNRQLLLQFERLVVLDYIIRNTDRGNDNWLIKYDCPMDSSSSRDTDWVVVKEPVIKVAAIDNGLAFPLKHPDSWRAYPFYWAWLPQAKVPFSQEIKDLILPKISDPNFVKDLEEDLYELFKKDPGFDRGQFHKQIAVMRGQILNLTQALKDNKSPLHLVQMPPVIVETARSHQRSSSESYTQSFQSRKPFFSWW
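In this quantitative HTS, ADP production by PI4K2A was quantified luminescently after 1 h at ambient temperature; 100 microM adenosine served as plate-quality control.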
Glioma ERSR ind: ER stress response induction in glioma; U87-MG GRP78 promoter luciferase reporter, 16 h; Potency, µM, for inactives: top-dose activation, usual class: activators; 420,000 compounds, 0.02% hits; also: potency is read from the fitted curve at half-maximal effect; series mostly up to about 76 µM; % of control where 0% means no effect; nearly all actives have a fitted effect of over 35% in size
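ERSR induction read as luciferase luminescence (Bright-Glo, 10 min at room temperature) in stably transfected human U87-MG glioma cells exposed to compounds for 16 h, using GRP78 as sensor.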
TrxR1 substrate: is turned over as a substrate by rat TrxR1 | O89049 | purified TrxR1 substrate turnover, NADPH consumption readout | Potency, µM (series often up to 114 µM), inactives show at the top dose activity change, negative = substrate turnover | 390,000 compounds, 0.01% hits | AID 588456; also: potency is read from the fitted curve at half-maximal effect; % is scaled to controls: 0 for no effect and ±100 for the full control effect; nearly all actives have a fitted effect of over 50% in size
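Rat TrxR1, dispensed at 90 nM, was prereduced with 400 uM NADPH (final) for 5 min at ~22 deg C, then incubated with compound 15 min before 400 uM selenite. A first-read NADPH fluorescence drop versus no-compound background flagged substrates.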
Vif-APOBEC3G blk: inhibitors of Vif-APOBEC3G interaction; Potency, µM (series often up to 46.1 µM), inactives show top-dose activity, negative = active, actives largely listed as inhibitors; HeLa A3G-eYFP + Vif (tagged APOBEC3G with the HIV-1 protein that degrades it), YFP fluorescence, overnight; 410,000 compounds, 0.076% hits;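 also: potency is read from the fitted curve at half-maximal effect; % is scaled to controls: 0 for no effect and ±100 for the full control effect; nearly all actives have a fitted effect of over 60% in size; hits raise eYFP signal because A3G escapes Vif-driven loss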
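HeLa cells stably expressing Vif and C-terminally eYFP-tagged A3G, seeded overnight at 37 deg C, then exposed to compound by pintool overnight at 37 deg C. Rise in yellow fluorescence (Ex 488/Em 500-530, Acumen) marks blocked Vif-driven A3G degradation.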
Starred values were filed as active, the others as inactive; [ ] = dose if it differs, or a comment. Unless noted, calls follow the shape of the dose curve; as a rule, active = well fitted curve in the direction sought with a large enough effect; inconclusive = small, poorly fitted or top-dose-only effect, or another doubt; inactive = no such curve, though single readings can be large; an effect the other way counts as inactive or inconclusive.

Results for CN(CC(=O)O/N=C(\N)c1ccc([N+](=O)[O-])cc1)S(=O)(=O)c1ccc2ccccc2c1 ?
LDHA block: -3; USP1-UAF1 inh: -24%; Vif-APOBEC3F blk: -4%; IDH1 R132H inh: 8%; RXFP1 agonist: 0.1%; PI4K2A inh: 7; Glioma ERSR ind: 2%; TrxR1 substrate: 10%; Vif-APOBEC3G blk: -4%

How did CCN(CCO)C(=O)c1ccc2nc(Cc3cccc(Cl)c3)oc2c1 do in these assays?
LDHA block: -2; USP1-UAF1 inh: -19%; Vif-APOBEC3F blk: -1%; IDH1 R132H inh: 11%; RXFP1 agonist: -0.5%; PI4K2A inh: -7; Glioma ERSR ind: 0%; TrxR1 substrate: 2%; Vif-APOBEC3G blk: -9%

How did COc1ccc(NS(=O)(=O)c2ccc(NC(=S)NC(=O)c3ccc(F)cc3)cc2)nn1 do in these assays?
LDHA block: -6; USP1-UAF1 inh: -13%; Vif-APOBEC3F blk: 3%; IDH1 R132H inh: -1%; RXFP1 agonist: 1.2%; PI4K2A inh: -3; Glioma ERSR ind: -3%; TrxR1 substrate: 9%[57.1 µM]; Vif-APOBEC3G blk: 0%

What do the screens show for `CCOC(=O)N1CCC(N2Cc3cccc(C(=O)Nc4ccc(OC)c(OC)c4)c3C2=O)CC1`?
LDHA block: 3; USP1-UAF1 inh: -20%; Vif-APOBEC3F blk: 0%; IDH1 R132H inh: -5%; RXFP1 agonist: 3.9%; PI4K2A inh: 0; Glioma ERSR ind: -1%; TrxR1 substrate: 1%[57.1 µM]; Vif-APOBEC3G blk: 1%

What do the screens show for `CC(=O)c1cccc(NC(=O)CO/N=C2/CCCc3nonc32)c1`?
LDHA block: -5; USP1-UAF1 inh: 4%; Vif-APOBEC3F blk: 9%; IDH1 R132H inh: -5%; RXFP1 agonist: 0.9%; PI4K2A inh: 1; Glioma ERSR ind: -2%; TrxR1 substrate: 4%[57.1 µM]; Vif-APOBEC3G blk: 1%

Results for Cc1cccc(C(C)C)c1NC(=O)C(NS(=O)(=O)c1cccc2nsnc12)c1ccccc1 (stereo not drawn) ?
LDHA block: 3; USP1-UAF1 inh: -25%; Vif-APOBEC3F blk: 3%; IDH1 R132H inh: 1%; RXFP1 agonist: 2.2%; PI4K2A inh: -7; Glioma ERSR ind: -3%; TrxR1 substrate: -9%; Vif-APOBEC3G blk: 0%

Results for CCOc1ccc(C2=Nn3c(nnc3-c3ccco3)SC2)cc1 ?
LDHA block: -3; USP1-UAF1 inh: -26%; Vif-APOBEC3F blk: 0%; IDH1 R132H inh: 1%; RXFP1 agonist: -3.8%; PI4K2A inh: -10; Glioma ERSR ind: -4%; TrxR1 substrate: -2%; Vif-APOBEC3G blk: 1%

Results for COC(=O)c1ccc(/C=N/NS(=O)(=O)c2cc(C)ccc2C)cc1 ?
LDHA block: -4; USP1-UAF1 inh: -7%; Vif-APOBEC3F blk: -20%; IDH1 R132H inh: 2%; RXFP1 agonist: 0.0%; PI4K2A inh: 1; Glioma ERSR ind: -4%; TrxR1 substrate: -7%; Vif-APOBEC3G blk: -2%

How did CCc1ccc(C(=O)c2cnc3ccc(F)cc3c2S(=O)(=O)c2ccccc2)cc1 do in these assays?
LDHA block: -2; USP1-UAF1 inh: inconclusive; Vif-APOBEC3F blk: 0%; IDH1 R132H inh: -4%; RXFP1 agonist: 3.4%; PI4K2A inh: 8; Glioma ERSR ind: -8%; TrxR1 substrate: -3%; Vif-APOBEC3G blk: -16%

What do the screens show for `COc1ccccc1C(CC(=O)c1ccccc1)CC(=O)c1ccccc1`?
LDHA block: 2; USP1-UAF1 inh: -10%; Vif-APOBEC3F blk: 0%; IDH1 R132H inh: -4%; RXFP1 agonist: 0.6%; PI4K2A inh: 5; Glioma ERSR ind: -4%; TrxR1 substrate: 1%[57.1 µM]; Vif-APOBEC3G blk: 0%

Results for COc1ccc(N2CCN(C3CCCN(Cc4ccc(F)cc4Cl)C3)CC2)cc1 (stereo not drawn) ?
LDHA block: -4; USP1-UAF1 inh: -4%; Vif-APOBEC3F blk: -4%; IDH1 R132H inh: 1%; RXFP1 agonist: 0.4%; PI4K2A inh: -1; Glioma ERSR ind: -4%; TrxR1 substrate: -1%; Vif-APOBEC3G blk: 5%

What do the screens show for `Cc1ncc([N+](=O)[O-])n1CC(=O)NCc1ccccc1`?
LDHA block: -1; USP1-UAF1 inh: -13%; Vif-APOBEC3F blk: -2%; IDH1 R132H inh: 11%; RXFP1 agonist: 3.1%; PI4K2A inh: -2; Glioma ERSR ind: -6%; TrxR1 substrate: -8%; Vif-APOBEC3G blk: -5%

What do the screens show for `N#CC1(c2ccccc2)CCCN1C(=O)c1ccc(Br)cc1` (stereo not drawn)?
LDHA block: -2; USP1-UAF1 inh: -11%; Vif-APOBEC3F blk: -2%; IDH1 R132H inh: 4%; RXFP1 agonist: -1.3%; PI4K2A inh: 1; Glioma ERSR ind: -3%; TrxR1 substrate: 2%; Vif-APOBEC3G blk: 4%

Results for O=C1NC(=O)C(=C2CCOC2=O)N1 ?
LDHA block: -8; USP1-UAF1 inh: -22%; Vif-APOBEC3F blk: -2%; IDH1 R132H inh: -2%; PI4K2A inh: 0; Glioma ERSR ind: -5%; Vif-APOBEC3G blk: 0%

What do the screens show for `CCOC(=O)C(C)Sc1nnc(NC(=O)c2ccc(C)c([N+](=O)[O-])c2)s1` (stereo not drawn)?
LDHA block: 0; USP1-UAF1 inh: -20%; Vif-APOBEC3F blk: -10%; IDH1 R132H inh: 14%; RXFP1 agonist: 0.4%; PI4K2A inh: -2; Glioma ERSR ind: -1%; TrxR1 substrate: 25%; Vif-APOBEC3G blk: 0%

Results for CCCn1[nH]cc(SC)c(=O)c1=O ?
LDHA block: 3; USP1-UAF1 inh: 2%; Vif-APOBEC3F blk: -9%; IDH1 R132H inh: 2%; RXFP1 agonist: 0.6%; PI4K2A inh: -2; Glioma ERSR ind: 2%; TrxR1 substrate: -2%; Vif-APOBEC3G blk: -2%

How did CC(=O)Nc1ccc(N=Nc2ccccc2)cc1[N+](=O)[O-] do in these assays?
LDHA block: -5; USP1-UAF1 inh: -7%; Vif-APOBEC3F blk: 0%; IDH1 R132H inh: 8%; PI4K2A inh: -7; Glioma ERSR ind: 2%; TrxR1 substrate: 10%[57.1 µM]; Vif-APOBEC3G blk: 0%

How did C/C(=N\NC(=O)CC1N=C(Cc2ccccc2)NNC1=O)c1ccccc1 (stereo not drawn) do in these assays?
LDHA block: -2; USP1-UAF1 inh: -6%; Vif-APOBEC3F blk: 0%; IDH1 R132H inh: 3%; RXFP1 agonist: -0.4%; PI4K2A inh: -1; Glioma ERSR ind: 2%; TrxR1 substrate: -10%; Vif-APOBEC3G blk: -3%

What do the screens show for `CN(CC(O)COCc1ccc2c(c1)OCO2)C1CCCCC1` (stereo not drawn)?
LDHA block: 0; USP1-UAF1 inh: -5%; Vif-APOBEC3F blk: 1%; IDH1 R132H inh: -14%; RXFP1 agonist: -1.3%; PI4K2A inh: -3; Glioma ERSR ind: -1%; TrxR1 substrate: 1%; Vif-APOBEC3G blk: 1%

Results for Cc1c(Cl)cccc1NC(=O)C(=O)NNS(=O)(=O)c1ccc(F)cc1 ?
LDHA block: -1; USP1-UAF1 inh: -9%; Vif-APOBEC3F blk: -4%; IDH1 R132H inh: -12%; RXFP1 agonist: -5.1%; PI4K2A inh: 0; Glioma ERSR ind: -1%; TrxR1 substrate: -4%; Vif-APOBEC3G blk: 2%

Results for CC(C)N(Cc1nccn1C)C(=O)c1ccc2oc(CCCc3ccccc3)nc2c1 ?
LDHA block: -2; USP1-UAF1 inh: -20%; Vif-APOBEC3F blk: 12%; IDH1 R132H inh: 8%; RXFP1 agonist: 0.9%; PI4K2A inh: 0; Glioma ERSR ind: -1%; TrxR1 substrate: -8%; Vif-APOBEC3G blk: 2%

What do the screens show for `C[C@H]1CN([C@@H](C)CO)C(=O)CCCn2nncc2CO[C@H]1CN(C)S(=O)(=O)c1ccc(Oc2ccccc2)cc1`?
LDHA block: -2; USP1-UAF1 inh: -10%; Vif-APOBEC3F blk: -3%; IDH1 R132H inh: inconclusive; PI4K2A inh: 3; Glioma ERSR ind: -5%; Vif-APOBEC3G blk: 0%

3 compounds already listed, arranged by number of heavy atoms, descending:
Results for Cc1cccc(C(C)C)c1NC(=O)C(NS(=O)(=O)c1cccc2nsnc12)c1ccccc1 (stereo not drawn) ?
LDHA block: 3; USP1-UAF1 inh: -25%; Vif-APOBEC3F blk: 3%; IDH1 R132H inh: 1%; RXFP1 agonist: 2.2%; PI4K2A inh: -7; Glioma ERSR ind: -3%; TrxR1 substrate: -9%; Vif-APOBEC3G blk: 0%

How did COc1ccc(NS(=O)(=O)c2ccc(NC(=S)NC(=O)c3ccc(F)cc3)cc2)nn1 do in these assays?
LDHA block: -6; USP1-UAF1 inh: -13%; Vif-APOBEC3F blk: 3%; IDH1 R132H inh: -1%; RXFP1 agonist: 1.2%; PI4K2A inh: -3; Glioma ERSR ind: -3%; TrxR1 substrate: 9%[57.1 µM]; Vif-APOBEC3G blk: 0%

Results for COc1ccc(N2CCN(C3CCCN(Cc4ccc(F)cc4Cl)C3)CC2)cc1 (stereo not drawn) ?
LDHA block: -4; USP1-UAF1 inh: -4%; Vif-APOBEC3F blk: -4%; IDH1 R132H inh: 1%; RXFP1 agonist: 0.4%; PI4K2A inh: -1; Glioma ERSR ind: -4%; TrxR1 substrate: -1%; Vif-APOBEC3G blk: 5%

Screens (PubChem BioAssay)

This is a subset, so the mix of outcomes need not match the whole.
